L3MBTL1 inh – qHTS Assay for the Inhibitors of L3MBTL1; AID 485360, 2010; Potency, µM (titrated, usually from 57.1 µM), inactives show at the highest dose activity, negative = inhibition, hits mostly inhibitors; AlphaScreen L3MBTL1–H3K9me1 peptide binding; Lethal(3)malignant brain tumor-like protein 1 (Homo sapiens), Q9Y468; 230,000 tested, 0.66% active; note: nearly all actives have a fitted effect of over 60% in size
Target sequence (Q9Y468 whole entry, looked up): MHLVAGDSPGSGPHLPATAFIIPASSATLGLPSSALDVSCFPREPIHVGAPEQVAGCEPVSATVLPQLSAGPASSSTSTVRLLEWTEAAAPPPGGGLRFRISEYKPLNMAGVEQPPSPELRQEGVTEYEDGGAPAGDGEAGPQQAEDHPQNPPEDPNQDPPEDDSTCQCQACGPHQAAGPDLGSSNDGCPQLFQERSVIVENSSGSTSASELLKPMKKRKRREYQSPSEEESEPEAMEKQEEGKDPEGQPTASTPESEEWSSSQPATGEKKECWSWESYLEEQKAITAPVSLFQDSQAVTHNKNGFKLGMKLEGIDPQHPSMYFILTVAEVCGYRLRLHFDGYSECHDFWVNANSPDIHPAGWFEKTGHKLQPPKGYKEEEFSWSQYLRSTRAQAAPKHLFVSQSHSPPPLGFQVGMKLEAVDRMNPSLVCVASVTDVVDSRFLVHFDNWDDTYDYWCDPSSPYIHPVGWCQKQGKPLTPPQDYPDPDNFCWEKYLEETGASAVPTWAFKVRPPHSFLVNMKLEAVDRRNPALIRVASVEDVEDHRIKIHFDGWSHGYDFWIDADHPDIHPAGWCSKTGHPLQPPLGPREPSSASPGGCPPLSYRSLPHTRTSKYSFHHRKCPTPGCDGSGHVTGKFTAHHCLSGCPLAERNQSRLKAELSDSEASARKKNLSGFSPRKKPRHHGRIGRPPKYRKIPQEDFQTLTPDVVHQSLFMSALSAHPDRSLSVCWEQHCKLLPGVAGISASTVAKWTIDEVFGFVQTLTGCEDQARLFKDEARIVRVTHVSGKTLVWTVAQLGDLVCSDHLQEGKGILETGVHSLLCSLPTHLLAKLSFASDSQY
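First, the protein-peptide complex forms for 30 min at room temperature (L3MBTL1 50 nM, biotinylated H3K9me1 peptide 75 nM). Next, compounds are pin-transferred and incubated 30 min. Finally, AlphaScreen beads are added and read after 30 min.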
Tau fluor cs – Counterscreen qHTS for Inhibitors of Tau Fibril Formation, Fluorescence Polarization; Potency, µM (top dose mostly 57.7 µM), for inactives: at the highest dose activity change, negative = decrease; tau K18 P301L Alexa594 fluorescence, heparin fibrillization; 280,000 tested, 0.93% active; note: nearly all actives have a fitted effect of over 55% in size
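Human tau K18 P301L (15 uM unlabeled, 0.24 uM Alexa 594-labeled) in 100 mM sodium acetate pH 7 with 20 uM heparin, 6 hr at 37 C. ThT 30 uM added, 1 hr ambient; Alexa 594 FP and total fluorescence read at 555/632 nm.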
Tau ThT inhib – qHTS for Inhibitors of Tau Fibril Formation, Thioflavin T Binding | recombinant tau K18 P301L (four-repeat tau fragment), heparin-induced fibrillization, ThT fluorescence | Potency, µM (top dose mostly 57.4 µM), inactives show at the top dose activity, negative = inhibition, usual class: inhibitors | 270,000 tested, 2.1% active | AID 1460, 2008; note: nearly all actives have a fitted effect of over 55% in size
Target sequence (P10636 561-689 P618L limits assumed): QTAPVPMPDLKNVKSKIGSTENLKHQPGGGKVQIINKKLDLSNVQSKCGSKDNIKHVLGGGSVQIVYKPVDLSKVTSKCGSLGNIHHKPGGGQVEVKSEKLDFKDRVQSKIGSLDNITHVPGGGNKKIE
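Heparin-induced fibrillization of the P301L-mutant K18 repeat-domain fragment of human tau was followed by ThT binding in quantitative high-throughput format.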
ALDH1A1 inh – qHTS Assay for Inhibitors of Aldehyde Dehydrogenase 1 (ALDH1A1). Aldehyde dehydrogenase 1A1 (Homo sapiens), P00352. Purified ALDH1A1, NADH fluorescence, propionaldehyde substrate. Potency, µM (titrated, usually from 75.3 µM), for inactives: at the highest dose activity, negative = inhibition, usual class: inhibitors. 220,000 tested, 7.3% active; active = well fitted inhibition curve with a large enough effect, not every such curve was filed as active; inconclusive = small, poorly fitted or top-dose-only effect, or another doubt; inactive = no such curve, though single readings can be large or run the other way;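 note: plate controls were no enzyme wells and a reference inhibitor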
TexasRed fluor – Total Fluorescence Counterscreen for Inhibitors of the Interaction of Thyroid Hormone Receptor and Steroid Receptor Coregulator 2; TRb/SRC2 Texas Red total fluorescence interference; Potency, µM (titrated, usually from 106 µM), without a hit: top-dose fluorescence change, negative = quenching; 280,000 tested, 0.29% active; AID 1479, 2009; active = well fitted curve in either direction with a large enough effect; inconclusive = small, poorly fitted or top-dose-only effect
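Human TRβ ligand-binding domain (0.6 uM) and Texas Red SRC2 peptide (20 nM) in Tris buffer with 1 uM T3 and 5% DMSO were incubated with pinned compound for 5 hr at ambient temperature. Total fluorescence was computed as S + 2P (555/632 nm).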
TRb-SRC2 inh – qHTS for Inhibitors of the Interaction of Thyroid Hormone Receptor and Steroid Receptor Coregulator 2; Thyroid hormone receptor beta (Homo sapiens), P10828; TRbeta-SRC2 peptide binding, fluorescence polarization; receptor liganded with 1 µM T3; Potency, µM (titrated, usually from 106 µM), without a hit: top-dose activity change, negative = inhibition, usual class: inhibitors; 280,000 tested, 0.065% active; AID 1469, 2008;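 note: plate controls were bound peptide for no effect and peptide without receptor for full effect; nearly all actives have a fitted effect of over 50% in size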
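Fluorescence polarization of 20 nM Texas Red SRC2 peptide (20-aa NR interaction domain) bound to 0.6 uM human TRb ligand-binding domain, with 1 uM T3, after 5 hr at ambient temperature; inhibition seen as decreased polarization.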
aGal spleen mod – qHTS Assay for Inhibitors and Activators of Human alpha-Galactosidase From Spleen Homogenate; 240,000 tested, 0.008% active; human spleen homogenate, 4MU-alpha-Gal fluorescence, 40 min; Potency, µM (top dose mostly 80 µM), for inactives: at the top dose activity change, negative = inhibition, actives largely listed as inhibitors; Alpha-galactosidase A (Homo sapiens), P06280;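 note: 0% = enzyme with vehicle and -100% = no enzyme basal signal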
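Human spleen homogenate (1 ug) was the enzyme source, with 4-methylumbelliferyl-alpha-D-galactopyranoside (1 mM final) in pH 5.0 citrate buffer with 0.01% Tween-20. Compounds were titrated; after 40 min at 37C, NaOH/glycine stop, 4-MU fluorescence read; AC50 from Hill fits.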
Tau FP inhib – qHTS for Inhibitors of Tau Fibril Formation, Fluorescence Polarization; 280,000 tested, 0.39% active; Microtubule-associated protein tau (Homo sapiens), P10636; AID 1468, 2008; Potency, µM (titrated, usually from 57.7 µM), without a hit: at the highest dose activity, negative = inhibition, hits mostly inhibitors; K18 P301L tau heparin fibrillization, Alexa594 FP, 6 h; note: nearly all actives have a fitted effect of over 55% in size
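Quantitative HTS format: compounds meet 15 uM recombinant K18 P301L tau and Alexa 594-tau tracer in 100 mM sodium acetate pH 7; 20 uM heparin triggers fibrillization at 37 C over 6 hr; FP gives the signal.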
Active calls of the source: *; ? = inconclusive; nt = no result given; [ ] = remark or other dose. Unless noted, calls come from the whole dose curve; as a rule, active = well fitted curve in the direction sought with a large enough effect; inconclusive = small, poorly fitted or top-dose-only effect, or another doubt; inactive = no such curve, though single readings can be large; an effect the other way counts as inactive or inconclusive. Unless noted, % is set by controls: 0 for no effect and ±100 for the full control effect; potency is the fitted concentration of half-maximal effect.

Each structure is followed by: L3MBTL1 inh, Tau fluor cs, Tau ThT inhib, ALDH1A1 inh, TexasRed fluor, TRb-SRC2 inh, aGal spleen mod, Tau FP inhib
- COc1cccc(NC(c2nnc(-c3ccccc3)o2)c2ccc(F)cc2Cl)c1 (centres undefined)
    nt, -21%, -4%, nt, 1%, -1%, nt, -5%
- COc1ccc(CN2CCc3c(c(=O)n4ncc(C(=O)N5CCN(c6ccc(F)cc6)CC5)c4n3C)C2)cc1
    nt, -7%, -14%, nt, 1%, 5%, nt, 1%
- COc1ccccc1CNC(=O)c1oc2ccc(S(=O)(=O)N3CCCCC3)cc2c1C
    nt, -17%, -4%, nt, -2%, -2%, nt, -3%
- CCOC(=O)c1cnc2c(C)cccc2c1Nc1ccc(OC(C)C)cc1
    nt, -19%, ?, nt, -4%, 13%, nt, ?
- COc1ccccc1C1CC(=O)Oc2cc(C)c(Br)c(C)c21 (centres undefined)
    7%, -17%[81.3 µM], ?, ?, 2%, 0%, -1%[119 µM], -9%[81.3 µM]
- CCc1cccc(CC)c1N(COC)C(=O)Cn1cnc2ccccc21
    5%, -3%, 1%, nt, -1%, 0%, 0%, -3%
- Cc1ncc([N+](=O)[O-])n1Cc1ccc(F)cc1
    11%, -1%, 4%, -3%, -4%, -6%, -2%, -1%
- CN(C)c1ccc(NC(=O)c2sc(SCC(=O)Nc3ccc(Br)cc3)nc2N)cc1
    3%, -15%, ?, -3%, 0%, 6%, 4%, 13%
- CC(=O)Nc1ccc(N2C(=O)CC(N3CCN(Cc4ccc5c(c4)OCO5)CC3)C2=O)cc1 (centres undefined)
    -2%, 2%, 0%, ?, 1%, 0%, 18%, 1%
- N#Cc1c(C(F)(F)F)cc(-c2cccs2)nc1N1CCCCC1
    28%, -16%, -10%, ?, -2%, -4%, 3%, -6%
- Brc1ccccc1-c1nnc(CSc2nnc3sc4ccccc4n23)o1
    -5%, 3%, -9%, -1%, 3%, -6%, -9%, 12%
- O=C(CSc1nnc2scc(-c3ccc(Cl)cc3)n12)Nc1ccc(F)cc1
    nt, -17%, 2%, nt, -2%, -6%, nt, -8%
- CCOC(=O)C1C(c2cc(OC)c(OC)c(OC)c2)NC(=S)NC1(O)C(F)(F)F (centres undefined)
    -1%, 3%, 5%, ?, -5%, 8%, -4%, -6%
- Cc1cccc(NC(=O)c2sccc2-n2cccc2)c1C
    0%, -19%, -19%, 7%, 1%, 2%, 7%, -3%
- CCC(=O)NC(=Nc1nc2ccccc2s1)NC(=O)CC
    3%, -24%, ?, -4%, -4%, 2%, -4%, -6%
- CCOC(=O)C1=C(C)NC2=C(C(=O)CC(C)(C)C2)C1c1ccc(O)c(OCC)c1 (centres undefined)
    -3%, -9%, -8%, nt, 0%, -2%, 3%, 0%
- O=C(C1CCN(CCCc2ccccc2)CC1)N(CCc1ccccc1)Cc1ccccc1
    -6%, 2%, -13%, -7%, -2%, 1%, -7%, 8%
- CCOC(=O)COc1ccccc1/C=C\[N+](=O)[O-]
    10%, 14%, ?, 4.5µM*, 5%, -8%, 1%, ?
- O=c1cc(/N=C/c2coc3c(ccc4ccccc43)c2=O)[nH]c(=S)[nH]1
    -6%, -8%, ?, ?, -2%[53 µM], -6%[53 µM], -4%, 2%
- Cc1ccc(-c2nc3cc(Br)cnc3nc2-c2ccc(C)cc2)cc1
    -3%, -11%, ?, ?, -5%, -6%, 5%, -1%
- CCOc1ccc(-c2nnc(SCC(=O)NCc3ccccc3)nc2-c2ccc(OCC)c(OC)c2)cc1OC
    nt, -4%, 1%, nt, -1%, 3%, nt, -1%
- O=C(NCCC1=CCCCC1)C(=O)NCC1OCCCN1S(=O)(=O)c1cc(F)ccc1F (centres undefined)
    11%, -9%, -7%, -17%, -1%, 9%, -4%, 4%
- COc1cccc(CNC(=O)Cc2csc(Nc3nc(=S)[nH]c4ccccc34)n2)c1
    -2%, -16%, -7%, 3%, 3%, -1%, -2%, -15%
- COc1cc(/C=N/NC(=O)c2ccoc2C)cc(OC)c1O
    -5%, -1%, 2%, ?, 0%, -2%, -1%, 0%
- O=C(NCCc1csc(-c2ccccc2)n1)c1ccco1
    nt, ?, nt, nt, -1%, -8%, 2%, 8%
- O=C(Nc1ccc([N+](=O)[O-])cc1)Nc1ccc(N2CCOCC2)c2nonc12
    nt, ?, 0.89µM*, -15%, -4%, ?, -4%, -4%
- CC(=O)Nc1c(C)nn(-c2ccccc2)c1N1CCC(C(=O)Nc2ccc(F)cc2Cl)CC1
    nt, -6%, -2%, nt, 0%, -3%, nt, 2%
- CC(C)c1c(O)ccc2c1CCC1C(C)(C)CCC[C@@]21C (some centres undefined)
    nt, ?, ?, -8%, -3%, 7%, -12%, -14%
- Cc1ccc(NC(=O)c2cc(-c3ccco3)on2)cc1C
    7%, -12%, -18%, ?, 0%, -11%, -3%, -2%
- COc1ccc(Cn2c(C)c(C)c(C#N)c2NC(=O)Nc2ccccc2)cc1
    1%, ?, ?, 7%, 6%, 5%, 8%, -7%
- O=C(CCC(=O)CCN1CCCCC1)CCN1CCCCC1
    nt, -10%, ?, 0.63µM*, -1%, -10%, -3%, ?
- CC(C(=O)NCC1CCCO1)N(C(=O)c1snc(C(N)=O)c1N)c1cccc(F)c1 (centres undefined)
    0%, 3%, 3%, ?, 0%, -2%, 20%, 2%
- Cn1c(=S)c2[nH]c(SCCN3CCCC3)nc2n(C)c1=O
    nt, -3%, -14%, -2%[13.5 µM], -3%, 3%, -12%, -4%
- CC(C)(C)NS(=O)(=O)c1ccc(CCC(=O)Nc2cc(Cl)ccc2Oc2ccccc2)cc1
    nt, -29%, -11%, ?, 1%, -4%, -1%, -3%
- COc1ccccc1CNC(=O)COC(=O)c1n[nH]c2ccccc12
    nt, -12%, -6%, ?, 2%, -14%, 6%, 6%
- Clc1ccc(CNCc2cccs2)cc1Cl
    33%[activator], -4%, -5%, 0%, -2%, 7%, 2%, 4%
- Cc1cc(C)c2oc(-c3cccc(NC(=O)c4ccc(Br)o4)c3)nc2c1
    nt, -21%, ?, nt, ?, -1%, nt, -13%
- Cc1ccc(/C=C/c2onc(C)c2S(=O)(=O)N2CCC(C(=O)Nc3ccc(Br)c(C)c3)CC2)cc1
    nt, 5%, ?, nt, ?, -1%, nt, ?
- CC(C)n1cnc(S(=O)(=O)N2CCCC(C(=O)NCc3ccccc3Cl)C2)c1 (centres undefined)
    nt, -1%, -2%, nt, -2%, 4%, nt, -4%
- CCC(=O)N(CCO)Cc1cc2ccc(C)c(C)c2[nH]c1=O
    45%[activator], -5%, 2%, ?, 3%, -16%, -1%, -4%
- COc1cccc([C@@H]2Oc3ccc(OC)cc3/C(=N/OC[C@@H](O)COCc3ccco3)[C@@H]2O)c1
    nt, -7%[11.6 µM], -6%[11.5 µM], -7%[13.5 µM], -7%[11.2 µM], 2%[11.2 µM], 4%[17.5 µM], 1%[11.6 µM]
- CCC(C)(C(=O)NC1CCCCC1)N(Cc1ccco1)C(=O)CNC(=O)c1ccccc1 (centres undefined)
    -1%, -5%, -8%, ?, -2%, 4%, 5%, 1%
- COc1ccc(/C=C/C(=O)N2CCN(c3ccccn3)CC2)c2ccccc12
    -5%, -12%, ?, ?, -5%, 0%, 6%, 8%
- O=C(Nc1cccc2ccccc12)c1ccc(Cn2cc(Cl)cn2)cc1
    -12%, -28%, -17%, -3%, 2%, -1%, 0%, -8%
- C/C(=N\NC(=S)NCc1ccccc1)c1ccc(C(C)(C)C)cc1
    -4%, -16%, -5%, 4%, 0%, 4%, 7%, 4%
- O=C(CCn1c(=S)oc2ccccc21)NCCC1=CCCCC1
    nt, -1%, nt, nt, 0%, 1%, 7%, -3%
- COc1cc(S(=O)(=O)N(Cc2cccnc2)Cc2ccco2)ccc1-n1cnnn1
    -8%, -16%, -17%, ?, -2%, -5%, 9%, -16%
- Cc1ccc(-c2nc(SCC(=O)N(C)C3CCS(=O)(=O)C3)[nH]c2-c2ccc(C)cc2)cc1 (centres undefined)
    nt, -24%, -20%, ?, -3%, -2%, -2%, ?
- COc1ccc(NC(=O)c2sccc2SCC#N)cc1
    -4%, -13%, -11%, ?, -4%, -2%, 5%, -7%
- COc1cccc(-c2cn3c(n2)sc2cc(C(=O)NC4CCCCCC4)ccc23)c1
    nt, -11%, ?, nt, ?, 2%, nt, 0%
- Cc1cccc(C(=O)NCC(=O)OCc2cc(=O)n3nc(C4CCCCC4)sc3n2)c1
    nt, -3%, ?, nt, -4%, -1%, nt, 0%
- Cc1cc(C)n(CC(C)C(=O)O)n1 (centres undefined)
    -2%, -4%, -6%, 5%, -2%, 0%, 1%, 3%
- CCN(CC)CCCNC(=O)CC1Sc2ccccc2NC1=O (centres undefined)
    2%, 3%, 3%, 0%, 2%, -15%, -3%, -5%
- CSc1ccccc1C(=O)N1CCN(c2ccc(F)cc2)CC1
    nt, -12%, -12%, 5%, -1%, -4%, -6%, -7%
- CCC/C=C(\CCC)C(NS(=O)(=O)c1ccc(-c2ccccc2)cc1)c1ccc(C(=O)OC)cc1 (centres undefined)
    nt, -8%, -3%, -9%, -1%, 4%, 2%, 1%
- Cc1ccc(C(=O)[C@@H]2[C@H]3C4COC(O4)C(=O)[C@@H]3[C@H]3C=Cc4ccccc4N32)cc1 (some centres undefined)
    nt, ?, 22µM*, ?, 1%, -5%, -1%, ?
- CC(C)(C)c1ccc(OCc2cc(=O)n3c4c(sc3n2)CCCC4)cc1
    nt, -17%, ?, nt, 0%, -1%, nt, -3%

Screens as filed in PubChem.
